Source: PubChem (NCI)
All columns: NCI-60 one-dose screen, growth in % after 48 h at 10 µM unless noted; 100 = growth as untreated, 0 = no growth, -100 = all killed.
HS 578T: HS 578T breast cancer; 4.1% of 78,000 active
MCF7: MCF7 breast cancer; 6.3% of 82,000 active
K-562: K-562 leukemia. 7.4% of 78,000 active
BT-549: BT-549 breast cancer. 4.4% of 78,000 active. AID 1794793
T-47D: T-47D breast cancer; 5% of 79,000 active
MDA-MB-231: MDA-MB-231 breast cancer. 5% of 81,000 active
MDA-MB-468: MDA-MB-468 breast cancer | AID 2202374 | 8.5% of 78,000 active
LOX IMVI: LOX IMVI melanoma; 7.4% of 79,000 active
* marks the source's active call; other numbers are inactive results; / = not tested or not shown; & = joins results of further samples. How the source made its calls: active means growth percent below 10; inactive means the rest.

SMILES | HS 578T | MCF7 | K-562 | BT-549 | T-47D | MDA-MB-231 | MDA-MB-468 | LOX IMVI
O=C1NC(=O)C23C=CC(O2)C2(O)CCCc4cccc(c42)N13 (stereo not drawn) | 102.4 | 99.4 | 97.2 | 96.1 | 100.1 | 102.3 | 108.1 | 96.7
CCCNCC(O)COc1ccccc1C(=O)CCc1ccccc1 (stereo not drawn) | 108.0 | / | 94.6 | 79.0 | 80.1 | 66.0 | 84.1 | 95.6
COc1ccc(OC)c(Nc2nc(-c3c(C)nc4sccn34)cs2)c1 | 73.1 | 39.1 | 27.8 | 84.8 | 26.3 | 71.1 | 24.5 | 83.4
CCSc1nnc(-c2ccc(NC(=O)c3cccnc3)cc2)o1 | 110.4 | 102.7 | 82.5 | 117.0 | 68.6 | 118.1 | 110.7 | 108.1
O=c1c2sc3ncc(Br)cc3c2nnn1-c1ccccc1 | / | 96.7 | 97.4 | 104.9 | 87.6 | 84.5 | 85.3 | /
COc1cc(NC(=O)CSc2nnc(-c3ccc(-c4nc5ccc(Cl)cc5[nH]4)cc3)o2)cc(OC)c1OC | 53.3 | 6.0* | 29.5 | 70.7 | 41.5 | 60.2 | 3.1* | 32.2
Nc1ccc(OCc2ccccc2)cc1 | / | 100.6 | 96.9 | 78.1 | 98.3 | 87.5 | 100.8 | 99.2
O=C1c2ccccc2C(=O)c2c(N=Nc3sc(=S)n(-c4ccc(O)cc4)c3O)cccc21 | 65.3 | 35.1 | 58.7 | 54.8 | 48.3 | 72.3 | 33.4 | 91.5
Cc1cc(C)cc(NNc2cc(Br)cc(Br)c2)c1 | 103.3 | 82.2 | 98.9 | 112.9 | 92.4 | 105.2 | 95.1 | 95.8
Cc1cc2nc(-c3ccccn3)n3c(=O)cc(C)n3c2cc1C | 117.3 | 96.2 | 103.8 | 104.3 | 109.0 | 111.8 | 98.3 | 102.4
Cc1ccc(NC(=S)NCCO)cc1 | 95.6 | 94.7 | 108.1 | 106.4 | 103.2 | 83.6 | 108.4 | 98.4
O=C(CSc1nnc(-c2ccc3nc(-c4ccc(Cl)cc4)[nH]c3c2)o1)Nc1ccccc1 | 80.3 | 78.9 | 48.6 | 111.7 | 89.2 | 76.4 | 101.6 | 90.9
O=c1c2sc3nc4c(cc3c2nnn1-c1ccccc1Cl)CCCC4 | 89.5 | 83.0 | 81.0 | 96.1 | 70.2 | 80.8 | 87.9 | 74.7
CCC(O)c1cnc(OCc2ccccc2)nc1OCc1ccccc1 (stereo not drawn) | 109.3 | 100.5 | 91.5 | 111.3 | 103.5 | 100.4 | 102.2 | 101.0
O=c1oc2c(c(C(F)(F)F)nn2-c2ccccc2)c2ccccc12 | 92.5 | 106.5 | 104.9 | 115.6 | 105.0 | 103.4 | 101.5 | 94.4
C/C(=N/N)c1nnn(-c2ccc([N+](=O)[O-])cc2)c1C | 103.0 | 86.8 | 105.2 | 112.2 | 103.7 | 99.7 | 93.5 | 96.3
CCCCCCCCn1ccc2cc(NC(=O)CN3CCN(c4cc(C)nc(N5CCCCCC5)n4)CC3)ccc21 | 103.6 | 65.2 | 31.9 | 105.6 | 79.1 | 83.5 | 62.4 | 80.4
CCn1c(SCC(=O)NN)nc2c1c(=O)n(C)c(=O)n2C | 99.7 | 97.5 | 97.5 | 105.6 | 102.4 | 95.7 | 100.9 | 96.6
CCOc1ccc(NC(=O)C2=C(C)NC(C)=C(C(=O)Nc3ccc(OCC)cc3)C2c2cccc([N+](=O)[O-])c2)cc1 | 68.4 | 47.0 | 64.4 | 76.3 | / | / | 81.2 | 78.6
CCOC(=O)c1sc2nc(-c3cccnc3)cc(-c3ccc(OC)c(OC)c3)c2c1N | 102.3 | 101.2 | 90.0 | 85.8 | 81.5 | 83.8 | 104.8 | 87.8
COc1ccc(-c2nn(-c3ccccc3)cc2/C=C/C(=O)c2ccc(NC(=O)CCCCCCC(=O)NO)cc2)cc1 | 87.2 | 94.2 | 84.6 | 105.5 | 103.3 | 99.0 | 92.8 | 90.4
CCOC(=O)C(=CNc1ccccc1-n1cccc1)C(=O)OCC | 109.8 | 77.5 | 98.8 | 104.4 | 87.9 | 100.2 | 93.4 | 90.4
c1ccc2c(NCCc3c[nH]c4ccccc34)c3ccccc3nc2c1 | 86.6 | 61.2 | 47.0 | 97.1 | 71.5 | 76.4 | 76.6 | 80.1
N#Cc1cnc(OC2CC(N)C2)nc1-n1cnc2ccccc21 (stereo not drawn) | 96.5 | 81.8 | 98.1 | 97.0 | 94.4 | 100.8 | 116.1 | 91.1

Whole records, looked up by structure. Screens in order: HS 578T	MCF7	K-562	BT-549	T-47D	MDA-MB-231	MDA-MB-468	LOX IMVI
`O=c1oc2c(c(C(F)(F)F)nn2-c2ccccc2)c2ccccc12` as listed: 92.5	106.5	104.9	115.6	105.0	103.4	101.5	94.4
`Nc1ccc(OCc2ccccc2)cc1` as listed: /	100.6	96.9	78.1	98.3	87.5	100.8	99.2
`O=c1c2sc3ncc(Br)cc3c2nnn1-c1ccccc1` as listed: /	96.7	97.4	104.9	87.6	84.5	85.3	/

Copied from the list.
CCOC(=O)C(=CNc1ccccc1-n1cccc1)C(=O)OCC @ HS 578T = 109.8
CCC(O)c1cnc(OCc2ccccc2)nc1OCc1ccccc1 (stereo not drawn) @ MCF7 = 100.5

Later entries
SMILES | HS 578T | MCF7 | K-562 | BT-549 | T-47D | MDA-MB-231 | MDA-MB-468 | LOX IMVI
N#CC1(NC2CCCCC2)CCN(Cc2ccccc2)CC1 | 136.9 | 93.3 | 125.0 | 56.0 | 100.3 | 109.2 | / | 94.9
CCOC(=O)C1=C(C)Nc2nc3ccccc3n2C1c1cccc(Br)c1 (stereo not drawn) | 79.1 | 38.3 | 29.9 | 76.9 | 88.1 | 79.0 | 54.2 | 82.3
COc1ccc(OC)c(-c2nc(SCC(=O)c3ccccc3)nc(Nc3ccc(S(N)(=O)=O)cc3)c2C#N)c1 | 92.0 | 85.3 | 85.4 | 97.7 | 79.6 | 76.4 | 81.7 | 82.3
COc1cc(-c2nn(-c3cccc(NC(=O)c4ccccc4)c3)cc2-c2ccncc2)ccc1Cl | -1.3* | 4.7* | 2.6* | 1.3* | 21.8 | 5.8* | -19.7* | 17.4
COC(=O)c1oc2c(F)c(-c3ccccc3)c(-c3ccccc3)c(-c3ccccc3)c2c1N | 93.1 | 89.5 | 100.4 | 106.3 | 83.0 | 103.7 | 87.8 | 70.2
Cc1c(O)c(O)cc2c3c(oc12)CC(C(C)C)CC3=O (stereo not drawn) | 97.4 | 71.8 | 84.7 | 74.2 | 84.9 | 79.1 | 77.0 | 75.4
Cc1ccc(NC2(C(N)=O)CCCC2)cc1 | 109.0&103.0 | 109.2&94.5 | 101.2&110.9 | 98.2 | 104.8&99.4 | 105.0&104.9 | 113.1&99.3 | 95.5&101.4
C(=C\c1ccc(/C=C/c2ccccc2)nn1)/c1ccccc1 | 103.7 | 103.4 | 84.5 | 114.4 | 98.4 | 136.0 | 113.8 | 107.8
Cc1c(C(=O)/C=C/c2csc3ccccc23)[n+](=O)c2ccccc2n1[O-] | 93.9 | 9.4* | 21.7 | 20.1 | 21.5 | 64.2 | -16.5* | 34.1
O=C1CCC(c2ccccc2)N1c1ccccc1 (stereo not drawn) | 90.1 | 97.0 | 104.3 | 96.1 | 88.2 | 101.3 | 96.0 | 100.1
Cc1cc(N=O)c(C)cc1O | 103.3 | 102.4 | 113.8 | 81.3 | 108.5 | 98.3 | 72.2 | 92.8
O=[N+]([O-])c1ccc(COP(=O)(OCc2ccc([N+](=O)[O-])cc2)OCc2ccc([N+](=O)[O-])cc2)cc1 | 94.4 | 100.4 | 109.4 | 113.9 | 99.6 | 99.3 | 98.3 | 91.2

Part of the list above in order of number of heavy atoms, rising.
SMILES | HS 578T | MCF7 | K-562 | BT-549 | T-47D | MDA-MB-231 | MDA-MB-468 | LOX IMVI
Cc1ccc(NC(=S)NCCO)cc1 | 95.6 | 94.7 | 108.1 | 106.4 | 103.2 | 83.6 | 108.4 | 98.4
Nc1ccc(OCc2ccccc2)cc1 | / | 100.6 | 96.9 | 78.1 | 98.3 | 87.5 | 100.8 | 99.2
N#CC1(NC2CCCCC2)CCN(Cc2ccccc2)CC1 | 136.9 | 93.3 | 125.0 | 56.0 | 100.3 | 109.2 | / | 94.9

Continued:
SMILES | HS 578T | MCF7 | K-562 | BT-549 | T-47D | MDA-MB-231 | MDA-MB-468 | LOX IMVI
CCOC(=O)c1c[nH]c(C=O)c1C | 110.7 | 94.2 | 110.1 | / | 100.7 | 104.3 | 102.2 | 95.1
Cn1c(=O)c2c(ncn2CC(=O)Nc2ccccc2)n(C)c1=O | 97.8 | 90.4 | 105.9 | 101.4 | 99.5 | 96.2 | 97.1 | 94.0
O=C(O)Cn1c(O)c(C2=c3cc(-c4ccccc4)ccc3=NC2=O)sc1=O | 96.6 | 90.2 | 102.4 | 94.8 | 97.5 | 96.5 | 105.6 | 92.8
COc1ccc2cc([C@H](C)C(=O)OC3CC(C)(C)N([O])C(C)(C)C3)ccc2c1 | 107.6 | 89.3 | 81.3 | 109.2 | 97.7 | 98.8 | 104.5 | 102.1
N#C/C(=C\c1ccco1)C(=O)Nc1ncc(Cc2cc(Cl)ccc2Cl)s1 | 94.8 | 66.6 | 51.3 | 93.8 | 69.4 | 101.9 | 87.0 | 68.5
COc1cc(S(N)(=O)=O)c(OC)cc1N | 120.5 | 94.7 | 100.5 | 122.4 | 103.4 | 119.4 | / | 102.5
COc1cc(-c2nc3ccc([N+](=O)[O-])cc3[nH]2)ccc1OCC(=O)N=Nc1c(O)[nH]c2ccccc12 | 97.6 | 68.1 | 83.2 | 100.2 | 25.1 | 94.3 | 57.6 | 99.7
NC(=O)SCC(=O)Nc1cccc([N+](=O)[O-])c1 | 100.8 | 97.9 | 109.3 | 108.7 | 92.7 | 109.8 | 95.0 | 100.0
CCOC(=O)NCCCCNC(=O)OCC | 96.4 | 102.2 | 92.0 | 97.8 | 95.2 | 114.2 | 103.5 | 86.9
Brc1ccc(/C=N/Nc2ncnc3sc4c(c23)CCN(Cc2ccccc2)C4)cc1 | 48.3 | 42.8 | 20.9 | 102.2 | 91.6 | 22.1 | -7.6* | 46.9
CC(C)c1ccc(NCc2cn(-c3ccc(C(F)(F)F)cc3)nc2-c2ccc(C(=O)O)cc2)cc1 | 92.8 | 91.8 | 101.4 | 81.0 | 82.8 | 93.8 | 91.4 | 89.6
CCCCCC/C=C\C(=O)OC | / | 99.6 | 108.8 | 82.9 | 100.2 | 107.6 | 105.5 | 108.6
Cc1ccc(-c2c(-c3nc4ccccc4s3)c(N)nc3c(N=Nc4ccc(Cl)cc4)c(N)nn23)cc1 | 97.8 | 82.5 | 116.9 | 115.0 | 91.4 | 94.7 | 94.3 | 98.8
Cc1nc2ccccc2n1CC1SC(=N)NC1=O (stereo not drawn) | 94.2 | 88.1 | 98.9 | 100.1 | 90.1 | 100.0 | 94.9 | 95.1
O=C(O)/C=C/c1c(Cl)n(Cc2ccc(Cl)cc2)c2ccccc12 | 94.2 | 99.5 | 99.0 | 105.6 | 87.3 | 90.5 | / | 89.1
CCOc1nc(N)nc(OCC)c1OCC | 101.0 | 96.6 | 109.5 | / | 104.6 | 104.4 | 100.0 | 102.3
COc1cc(C2NC(=O)c3ccccc3N2)ccc1OCCCCCOc1c(OC)cc(C2=NOC(c3cc(OC)c(OC)c(OC)c3)C2)cc1OC (stereo not drawn) | 102.0 | 32.3 | 59.7 | 1.1* | 39.8 | 82.5 | 9.5* | 61.0
OCCOc1c(Cl)cc(Cl)cc1Cl | 98.4 | 89.0 | / | 108.8 | 109.1 | 87.3 | 126.6 | 100.1
CSc1nn(CCC#N)c(=O)[nH]c1=O | 109.1 | 101.0 | 98.6 | 99.7 | 98.4 | 112.4 | 111.6 | 101.1
Cc1ccc(S(=O)(=O)Oc2cc3oc(=O)c4c(c3cc2Cl)CCCCCC4)cc1 | 89.9 | 100.2 | 83.5 | 103.1 | 78.7 | 92.8 | / | 103.3
CC(=O)Nc1nc(-c2ccc(Cl)c(O)c2)c(-c2ccnc(NCCCNS(=O)(=O)c3ccc(O)cc3)n2)s1 | 117.0 | 76.8 | 85.8 | 75.8 | 67.8 | 76.8 | 58.4 | 77.4
CCOC(=O)C1=C(N)Oc2c(ccc3ccccc23)C1c1ccccc1 (stereo not drawn) | 89.1 | 82.0 | 91.5 | 109.1 | 82.5 | 72.9 | 110.1 | 89.2
C#CCn1cnc2c(Nc3ccccn3)nc(Cl)nc21 | 96.7 | 101.2 | 97.9 | 102.0 | 108.7 | 99.2 | 96.7 | 96.7
O=C1CCC(C(=O)NNc2cc(F)ccc2F)N1 (stereo not drawn) | 95.0 | 103.5 | 62.1 | 92.7 | 86.6 | 93.4 | 101.1 | 77.8
COc1cc2cc(OC(C)=O)c3cc4c(cc3c2c(OC)c1OC)OCO4 | 91.4 | 93.6 | 107.0 | 104.2 | 106.4 | 107.6 | 96.4 | 94.9
NNC(=S)Nc1ccccc1 | 89.8 | 94.8 | 98.2 | 107.0 | 110.4 | 107.7 | 122.7 | 101.9
CCOC(=O)c1ccccc1NC(=O)CCl | 107.8 | 90.1 | 82.5 | 94.1 | 107.0 | 115.0 | / | 82.1
N#CC1(C#N)C(C#Cc2ccccc2)OC23CCCCC2C1(C#N)C(=N)O3 (stereo not drawn) | 99.7 | 93.4 | / | 102.8 | 97.2 | 114.3 | 95.8 | 92.3
Cc1nc2scc(-c3ccc(Cl)cc3)n2c(=O)c1CCN1CCOCC1 | 106.2 | 90.2 | 80.6 | 102.9 | 76.6 | 78.3 | 112.0 | 97.5
Cc1ccc(Nc2ccc([N+](=O)[O-])cc2)cc1 | 84.6 | 84.1 | 126.5 | 97.3 | 83.3 | 99.7 | 39.6 | 92.9
